Screens (PubChem)
Vc quorum ag: inducers of Vibrio cholerae quorum light production without autoinducers, primary screen, BH1578 luxS cqsA deficient, single point; 350,000 tested, 0.16% active; V. cholerae BH1578 lux reporter, luminescence, 6 h; activation, % at 18.7 µM; AID 588436, 2011; in the data active = activation mostly above about 9.7%, no sharp cut-off; note: not every result past the cut was called active; inactives centre near 0; reference of the scale not given here
Rv3671c protease: Rv3671c serine protease inhibitors, primary screen, biochemical, fluorescence polarization, M. tuberculosis H37Rv. AID 2606, 2010. P9WHR9. 320,000 tested, 0.048% active. inhibition, % at 5.96 µM; in the data active = inhibition above about 38%;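 note: extracellular domain of Rv3671c used as enzyme; 0% = enzyme with DMSO and 100% = no enzyme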
Yp Topo-I inh: Yersinia pestis topoisomerase I inhibitors, primary screen, biochemical, cleavage product accumulation, plate reader, single point. Y. pestis Topo-I cleavage product accumulation. activity, % at 10 µM. 360,000 tested, 0.064% active; in the data active = activity above about 50%, passing the limit was not always enough; note: inactives centre near 2
PrPC surface inh: inhibitors of human cell surface prion protein PrPC, primary screen, cell-based, TR-FRET. Major prion protein (Homo sapiens), P04156. TR-FRET read-out. inhibition, % at 13.8 µM. 370,000 tested, 0.43% active; in the data active = inhibition above about 24%; note: 0% = median of the test wells and 100% = reference compound wells
TcdB GH inh: TcdB glycohydrolase inhibitors, primary screen, biochemical, single point, plate reader; inhibition, % at 9.99 µM; TcdB glycohydrolase enzymatic assay; 350,000 tested, 0.24% active; Toxin B (Clostridioides difficile), P18177; AID 652162, 2013; in the data active = inhibition above about 10%
MazF activator: activators of E. coli MazEF toxin-antitoxin RNase, primary screen, biochemical, fluorescence, uHTS | Endoribonuclease toxin MazF (Escherichia coli (strain K12)), P0AE70 | FAM/BHQ RNA-DNA oligo cleavage fluorescence, 5 h | activation, % at 20 µM | 350,000 tested, 0.32% active | AID 504720, 2011; in the data active = activation above about 50%
SSB-PriA inh: inhibitors of Klebsiella pneumoniae PriA binding to SSB C-terminal tail, primary screen, biochemical, AlphaScreen. PriA–SSB C-terminal tail interaction (Klebsiella pneumoniae). AlphaScreen SSBct-PriA binding, biotinylated peptide. inhibition, % at 33 µM. 430,000 tested, 0.6% active. AID 1272365, 2023; in the data active = inhibition mostly above about 37%, no sharp cut-off; inactive = mostly below about 20%;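 note: plate controls were negative control peptide for no effect and reference peptide for full effect; strong numbers were not always called active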
DUSP3 inh: VHR1 phosphatase inhibitors, primary screen, biochemical, absorbance, uHTS | Dual specificity protein phosphatase 3 (Homo sapiens), P51452 | recombinant VHR phosphatase, pNPP absorbance | inhibition, % at 13.3 µM | 290,000 tested, 0.52% active; in the data active = inhibition above about 50%; note: some compounds called inactive have numbers as strong as hits
CCHF vOTU inh: CCHFV vOTU protease inhibitors, primary screen, biochemical, Pep-AMC substrate, fluorescence. Crimean-Congo hemorrhagic fever virus L polyprotein viral ovarian tumor (vOTU) protease …. inhibition, % at 11.5 µM. 370,000 tested, 0.55% active. AID 651958, 2012; in the data active = inhibition above about 30%; note: 0% = vehicle wells with enzyme and 100% = no enzyme wells
3CLpro inhibitor: SARS-CoV 3CLpro protease inhibitors, primary screen, biochemical, quenched FRET; AID 1706, 2009; inhibition, % at 6 µM; recombinant SARS-CoV 3CLpro, quenched FRET peptide cleavage; 290,000 tested, 0.14% active; Replicase polyprotein 1ab (Severe acute respiratory syndrome coronavirus), P0C6X7; in the data active = inhibition above about 12%
An asterisk follows results filed as active; i = inactive; x = not tested or not shown; & = joins results of further samples.

Each structure is followed by: CCHF vOTU inh, Rv3671c protease, Vc quorum ag, Yp Topo-I inh, MazF activator, SSB-PriA inh, DUSP3 inh, 3CLpro inhibitor, TcdB GH inh, PrPC surface inh
1: CCOc1ccc(C(=O)O)cn1
    2, -6, -0.5, -3, -2, -1&-4, 26, 3, -0.3, 4
2: COc1cccc(-c2cnc(C(O)c3ccc(Cl)cc3C)[nH]2)c1 (configuration not stated)
    6, x, 0.4, -2, x, x, x, x, 1.7, 10
3: COc1ccc(NC(=O)c2ccc(C)o2)c([N+](=O)[O-])c1
    -9, -12, i, -4, 12, 2, 21, 0, x, -10
4: CCC(=O)Nc1ccc(C(=O)Nc2ccc(OC)cc2[N+](=O)[O-])cc1
    -5, -12, -0.4, -7, -1, -12, 35, 2, 0.7, -20
5: Cc1ccc(NC(=O)c2ccccc2-c2ccc(C(F)(F)F)cc2)cc1S(=O)(=O)N1CCOCC1
    -4, -11, -0.7, 6, 4, -10, -1, 1, x, 0
6: CC(C)c1ccc(NC(=O)NC2(C(=O)NCc3cccnc3)CCCCC2)cc1
    7, 0, -0.3, 25, -4, -12, 30, 2, 1.5, -7
7: Cc1nc2ccn(Cc3ccccc3)c(=O)c2cc1C(=O)N1CCN(c2ccccc2)CC1
    5, 5, -13, 23, 0, -1, 13, 6, 1.6, -5
8: O=C(Cn1nnc(-c2ccccc2NC(=O)c2ccco2)n1)Nc1ccccc1
    x, -12, i, 36, -16, 6, 8, 1, x, x
9: O=C(c1[nH]nc2c1CCc1ccccc1-2)N1CCN(Cc2ccc3c(c2)OCO3)CC1
    x, -3, -0.3, 15, 6, 17, -2, 9, x, x
10: COc1cccc(NC(=O)CCNC(=O)N2CC(=O)Nc3ccccc32)c1
    -6, -6, -0.5, 7, 6, 1, 31, -3, 1.2, 10

Single values from the results shown:
Value of CCC(=O)Nc1ccc(C(=O)Nc2ccc(OC)cc2[N+](=O)[O-])cc1 under SSB-PriA inh: -12
Value of O=C(Cn1nnc(-c2ccccc2NC(=O)c2ccco2)n1)Nc1ccccc1 under 3CLpro inhibitor: 1

Later entries.
Each structure is followed by: CCHF vOTU inh, Rv3671c protease, Vc quorum ag, Yp Topo-I inh, MazF activator, SSB-PriA inh, DUSP3 inh, 3CLpro inhibitor, TcdB GH inh, PrPC surface inh
11: O=C(c1ccc2c3n(nc2c1)-c1ccc(Cl)cc1CO3)N1CCCCC1
    3, -7, -0.3, 32, 9, 8, 0, x, -0.3, -2
12: COc1cccc(C(C(=O)NC(C)(C)C)N(Cc2ccco2)C(=O)CCC(=O)Nc2cc(C)on2)c1OC (configuration not stated)
    16, -7, 1.8, 8, -14, -16, -8, 1, 0.5, 8
13: CS(=O)(=O)N(CC(=O)Nc1ccccc1-c1ccccc1)c1ccc(F)cc1
    8, 8, -0.3, -9, -1, -19, 3, 1, 1.3, 1
14: CCOC(=O)c1c(S(=O)(=O)NCC(=O)Nc2cc(C)ccc2C)c(C)n(C)c1C
    -5, 1, -0.1, 5, 5, -7, 6, 2, 0.3, 7
15: CC(C)Oc1ccc(CNCC2(O)CCOC(C)(C)C2)cc1 (configuration not stated)
    15, -9, -0.4, 4, 8, -67, 31, -3, x, 0
16: CC(=O)Nc1ccc(CNc2ncnc3ccc(-c4c(C)noc4C)cc23)cc1
    5, -3, -0.7, -15, 12, -5, x, x, -0.3, -4
17: COC(=O)c1ccc(C2=NOC(C)(c3nnc(Cc4ccccc4)o3)C2)cc1 (configuration not stated)
    9, -3, -0.3, 29, 1, -15, x, x, -6.3, 0
18: COc1ccc(C(=O)N2CCC(C(=O)Nc3ccc(C)cc3)CC2)cc1
    13, 4, -0.4, -6, -11, -10, 16, -2, -0.5, -14
19: O=C(N/C=C/n1cnc2cc(C(F)(F)F)ccc21)c1ccc(F)cc1
    8, x, -0.8, 7, 9, x, x, x, -0.8, -8
20: Cc1cc(NC(=O)c2nn(C)c(C)c2[N+](=O)[O-])no1
    -7, -10, -0.4, -1, 3, 2, 26, -2, x, -12
21: COc1ccc(-c2csc3ncnc(Cl)c23)cc1
    1, -3, i, -1, 13, 0, 16, -3, 0.0, -3
22: NS(=O)(=O)c1ccc(NC(=O)COC(=O)c2cc3ccccc3cc2O)cc1
    9, -40, -2.3, 5, -9, 3, 14, 4, -0.5, 5
23: CCc1ccccc1NC1c2ccccc2C(=O)N1Cc1ccco1 (configuration not stated)
    10, -7, -0.2, 32, 2, 0, -1, 3, 1.8, -4
24: CCOCCn1c(SCc2cccc(C)c2)nc2c1c(=O)[nH]c(=O)n2C
    4, 3, -0.3, 14, 7, -3, 17, 0, 0.2, 0
25: COc1cc(OC)c(C(=O)OC(C)C(=O)NCc2ccc3c(c2)OCO3)cc1OC (configuration not stated)
    6, 5, i, 7, -5, -12, x, x, 1.5, -4
26: O=C(NCc1ccc2c(c1)OCO2)C1CC(=O)N(C2CCCCCCC2)C1 (configuration not stated)
    1, -19, i, 23, -3, 9, 3, -1, x, -3
27: Cc1cc(C(=O)Cn2nnc3ccccc3c2=O)c(C)n1-c1ccccc1F
    6, 0, 2.8, -8, -1, 8, -12, 2, x, -6
28: COc1ccc(C)cc1NC(=O)COC(=O)c1c(C)noc1C
    -2, 7, 3.3, 1, -3, 6, -16, 0, x, 6
29: CCOC(=O)c1c(NC(=O)c2c(C)noc2C)sc2c1CCCCC2
    x, 2, x, -2, -6, -6, 13, 1, x, x
30: CC1CCN(C(=O)COC(=O)C2CCN(S(=O)(=O)c3ccc(Cl)c(C(F)(F)F)c3)CC2)CC1
    -11, -2, -0.6, 22, 3, -11, x, x, 2.3, 2

Excerpt, nos. 21 to 22
Each structure is followed by: CCHF vOTU inh, Rv3671c protease, Vc quorum ag, Yp Topo-I inh, MazF activator, SSB-PriA inh, DUSP3 inh, 3CLpro inhibitor, TcdB GH inh, PrPC surface inh
21: COc1ccc(-c2csc3ncnc(Cl)c23)cc1
    1, -3, i, -1, 13, 0, 16, -3, 0.0, -3
22: NS(=O)(=O)c1ccc(NC(=O)COC(=O)c2cc3ccccc3cc2O)cc1
    9, -40, -2.3, 5, -9, 3, 14, 4, -0.5, 5

Remaining list, next part
Each structure is followed by: CCHF vOTU inh, Rv3671c protease, Vc quorum ag, Yp Topo-I inh, MazF activator, SSB-PriA inh, DUSP3 inh, 3CLpro inhibitor, TcdB GH inh, PrPC surface inh
31: COCCNC(=O)c1cccc(OC2CCN(Cc3ccc(F)cc3OC)CC2)c1
    -7, -1, i, 11, 5, -7, 0, 4, -1.1, -9
32: O=C(Nc1cccc(NC(=O)c2c(F)cccc2F)n1)c1c(F)cccc1F
    -5, -12, i, -5, 1, 1, 34, -2, -1.1, 2
33: COc1ccc([N+](=O)[O-])cc1NC(=O)CN(C)S(=O)(=O)c1ccccc1
    -1, 11, -0.3, -3, 9, 1, 10, -3, -0.2, -12
34: O=C(c1ccc(COc2ccccc2Br)o1)N1CCN(c2ccccn2)CC1
    9, -21, -0.8, 24, -9, 5, 30, 2, x, 4
35: Cc1c(C(=O)N2CCOCC2)sc(NC(=O)Cc2ccccc2)c1C#N
    -10, 2, 2.1, 6, 7, -2, 7, 1, -0.6, 4
36: CCCCN(CC)C(=S)Nc1ccc2nc(N3CCN(C)CC3)cc(C)c2c1
    -28, 3, -0.4, -7, -4, -7, 24, -6, 0.1, -5
37: COc1cccc(NC(=O)CCC2CCN(C(=O)Cc3cccc(F)c3)CC2)c1
    -4, 0, i, 9, 1, 8, 9, -1, -0.3, 12
38: Cc1ccc(S(=O)(=O)N2CC(=O)Nc3ccccc32)cc1C
    1, 4, 0.2, -10, 9, -17, 32, 4, 1.3, -3
39: CCOC(=O)C1=C(C)NC(=O)NC1c1ccc(C)o1 (configuration not stated)
    3, 2, -0.2, 2, 3, -4, 0, -5, 2.6, 0
40: O=C1[C@H]2[C@@H](c3ccc(C(F)(F)F)cc3)N[C@]3(CCCN(Cc4ccccc4)C3=O)[C@H]2C(=O)N1Cc1ccccc1
    6, x, -1.0, 16, 6, x, x, x, -1.7, 4
41: COCCCNCCCCOc1ccccc1-c1ccccc1
    10, -4, i, 2, 5, -2, 4, -2, x, -3
42: CC(=O)C1=C(C)OC(N)=C(C#N)C1c1cc2cccc(C)c2nc1Cl (configuration not stated)
    -6, -3, -0.3, 3, 3, -4, 11, -4, x, 9
43: Cc1ccc(OCC(=O)Nc2ccccc2C(N)=O)cc1
    8, -7, 0.3, -7, 7, -18, 2, -2, -12, 6
44: C[C@@H]1CN([C@@H](C)CO)C(=O)c2cc(Br)cnc2O[C@H]1CN(C)C(=O)c1ccc2c(c1)OCO2
    -2, x, -0.5, 1, -2, x, x, x, -0.6&-0.8, -6
45: Cc1ccc(NC(=O)Cn2c(=O)c(C)nc3ccccc32)cc1
    -6, 3, -1.6, 3, -1, 7, 11, 2, 0.3, -5
46: O=C(NCc1ccco1)C1CCN(c2nc3ccccc3n2Cc2ccc(F)cc2)CC1
    1, 3, -0.2, 40, 8, 7, 29, -4, -0.3, -7
47: Cn1c(=O)cc(SCC(=O)N2CCN(c3ccccc3)CC2)c2ccccc21
    -6, -2, i, 32, 6, 4, 19, -2, x, -1
48: C=CS(=O)(=O)N(Cc1ccc(Cl)c(Cl)c1)C[C@@H](O)CO
    x, x, 5.2, -2, 8, -4, x, x, x, x
49: O=[N+]([O-])c1ccc(NC(=S)NCCc2ccc(Cl)cc2)cc1
    13, -111, 0.6, -24, 37, 13, -16, 4, x, 8
50: O=C(NNC(=O)c1ccccc1F)c1cccc(-n2cccc2)c1
    -8, 0, 3.6, -5, -7, -15, x, x, 0.9, 0
51: C[C@H](CO)N1C[C@H](C)[C@@H](CN(C)S(=O)(=O)c2ccccc2)Oc2c(NC(=O)c3ccncc3)cccc2C1=O
    29, 4, 0.0, 6, -2, 2, x, x, 1.4&0.8, 4
52: Cc1ccc(C)c(S(=O)(=O)N2CCN(C(=O)Cc3sc(C)nc3-c3ccc(F)cc3)CC2)c1
    -6, x, i, -6, -3, -1, x, x, 1.2, 2
53: Cc1cc(C)cc(N(CCC(=O)O)S(=O)(=O)c2ccc3ccccc3c2)c1
    0, -12, -0.3, -6, -8, 0, -2, 6, 0.4, 2
54: C=CCOC(=O)CCCC(=O)NC1CCCCC1
    -3, -3, i, -2, 3, -8, -2, 2, x, 0
55: O=C(NCc1ccco1)C(=O)NCC1OCCN1C(=O)c1ccc(Cl)cc1 (configuration not stated)
    8, 1, -0.4, -5, -2, -3&-17, 2, -2, 0.1, 3
56: O=C(O)c1nn(-c2ccccc2)c(-c2ccccc2)c1C(=O)c1ccccc1
    4, 8, -0.6, 6, -17, 1, -4, 8, x, 3
57: Cc1ccc(S(=O)(=O)N2CC(O)CC2C(=O)Nc2ccc3c(c2)CCC3)cc1 (configuration not stated)
    2, -4, -0.3, 6, -1, -1, 31, 2, x, -4

Not all compounds are listed; count on the stated rates, not on these rows.
